# From PubChem BioAssay
# 697 NFkB inh: inhibitors of the PMA/ionomycin-induced NF-kB reporter in 697 B cells; 697 B-cell NF-kB luciferase reporter, 16 h; inhibition, % at 4 µM; hit rate 0.33% among 330,000; AID 435022; in the data active = inhibition above about 35%
# CCR6 antag: blocks CCL20-driven beta-arrestin recruitment at human CCR6 | P51684 | CHO-K1 CCR6 PathHunter beta-arrestin, luminescence, CCL20-stimulated | inhibition, % at 20 µM | hit rate 0.49% among 340,000;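 active = compounds whose inhibition of the agonist-driven luminescence signal at 20 µM reaches about 50%, limit read from the data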;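 note: cells stimulated with CCL20 at 14 nM final; plate controls were DMSO with CCL20 for no effect and DMSO without agonist for full effect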
# Target sequence (P51684 whole entry, looked up): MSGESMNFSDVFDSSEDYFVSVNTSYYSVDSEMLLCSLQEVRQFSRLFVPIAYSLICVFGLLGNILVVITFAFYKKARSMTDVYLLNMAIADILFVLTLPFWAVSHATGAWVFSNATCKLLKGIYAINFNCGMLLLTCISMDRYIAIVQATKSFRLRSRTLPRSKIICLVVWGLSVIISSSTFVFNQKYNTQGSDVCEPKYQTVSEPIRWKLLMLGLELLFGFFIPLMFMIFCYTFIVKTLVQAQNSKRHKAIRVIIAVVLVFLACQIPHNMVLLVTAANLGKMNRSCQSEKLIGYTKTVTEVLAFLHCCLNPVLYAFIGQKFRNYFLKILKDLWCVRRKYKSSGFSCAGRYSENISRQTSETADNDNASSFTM
# EBI2 block: EBI2 (human) antagonism; P32249; EBI2 beta-arrestin recruitment, luminescence, 7a,25-OHC stimulated; inhibition, % at 5 µM; AID 651636; hit rate 0.81% among 360,000; in the data active = inhibition above about 38%;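 note: enzyme fragment complementation signal reports receptor beta-arrestin coupling in cells; 0% = agonist plus DMSO wells and 100% = wells without agonist; some results beyond the cut were filed as inactive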
# Target sequence (P32249 whole entry, looked up, the tested form may be a part): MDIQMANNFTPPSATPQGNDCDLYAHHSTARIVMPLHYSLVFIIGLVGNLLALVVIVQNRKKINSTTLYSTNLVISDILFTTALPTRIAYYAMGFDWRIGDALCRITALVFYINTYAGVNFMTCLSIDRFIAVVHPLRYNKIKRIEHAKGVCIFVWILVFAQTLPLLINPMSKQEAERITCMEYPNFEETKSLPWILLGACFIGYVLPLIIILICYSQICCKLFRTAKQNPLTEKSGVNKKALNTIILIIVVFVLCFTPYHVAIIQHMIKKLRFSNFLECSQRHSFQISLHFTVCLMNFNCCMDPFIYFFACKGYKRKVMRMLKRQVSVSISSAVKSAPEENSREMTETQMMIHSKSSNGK
# Gli-Sufu block: antagonists of Gli-Sufu signaling | inhibition, % at 5 µM | Sufu-KO-LIGHT fibroblasts, Gli luciferase reporter luminescence | hit rate 0.74% among 340,000;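 active = inhibition above about 55%, limit read from the data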;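 note: 0% = DMSO-treated cells and 100% = wells with medium but no cells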
# XBP1 UPR activ: adaptive UPR (XBP1) activation. hit rate 0.33% among 330,000. activation, % at 20 µM. CHO-XBP1 luciferase reporter, IRE1-XBP1 UPR activation, luminescence; percent of tunicamycin response, DMSO as zero;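 active = versus positive control, 20 µM dose yields 30% or more activation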;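 note: 100% = tunicamycin at 10 µg/mL and 0% = DMSO only wells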
#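 Material: CHO-XBP1 cells stably carrying IRE1-XBP1-driven luciferase reporter | Medium: F12 with 10% serum | Compound dosing: 20 µM single concentration, DMSO 1% | Incubation: Overnight seeding at 37 °C, 6 h compound treatment at 37 °C | Detection: Steady-Glo luminescence read | Read-out basis: % activation of reporter signal versus tunicamycin and DMSO controls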
# Jurkat NFkB inh: lowers PMA/ionomycin-induced NF-kB signal in Jurkat cells; AID 435003; inhibition, % at 4 µM; PMA/ionomycin-induced NF-kB luciferase reporter, luminescence; hit rate 0.53% among 330,000; in the data active = inhibition above about 50%
# CHOP UPR activ: apoptotic UPR (CHOP) activation; activation, % at 10 µM; CHO-CHOP luciferase reporter, luminescence; percent of tunicamycin response over DMSO baseline; hit rate 0.34% among 330,000;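 active = at 10 µM dose, activation of 40% or more, normalized to positive control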;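 note: 100% = tunicamycin at 10 µg/mL and 0% = DMSO alone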
#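 measured by = luciferase luminescence | assay system = CHO-CHOP cells, stable luciferase reporter of PERK-eIF2a-CHOP signalling | amount = 500 reporter cells seeded per well | timing = 6 h compound exposure at 37 °C after overnight seeding | controls = positive tunicamycin 10 µg/mL, negative DMSO alone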
# CXCR6 inh: inhibitors of human CXCR6 receptor; inhibition, % at 20 µM; O00574; CHO-K1 PathHunter CXCR6 beta-arrestin, luminescence; hit rate 0.36% among 360,000; in the data active = inhibition above about 34%, passing the limit was not always enough;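 note: antagonist mode with CXCL16 agonist at 10 nM final; 0% = 10 nM CXCL16 with DMSO and 100% = unstimulated wells without agonist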
# Mdm2 MdmX PPI: human Mdm2/MdmX binding inhibition; SaOS-2 split-luciferase Mdm2/MdmX complementation, luminescence; inhibition, % at 8 µM; hit rate 3% among 330,000; AID 485346;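 active = inhibition of at least 50% at 8 µM in the primary screen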
# The depositor's hits bear a star; . = no result given.
No.	structure	CHOP UPR activ	XBP1 UPR activ	CXCR6 inh	Jurkat NFkB inh	CCR6 antag	Gli-Sufu block	697 NFkB inh	Mdm2 MdmX PPI	EBI2 block
1	COC(=O)c1ccc(S(=O)(=O)c2ccc(Cl)cc2)c(N)c1	3.4	-3	-3	23	-5	3	5	0	3
2	CC1(c2ccccc2)CC2CC(c3ccccc3)N1O2 (configuration not stated)	0.5	-1	0	3	3	4	22	-29	3
3	CC(=O)c1cccc(NC(=O)CN2CCN(Cc3ccccc3)CC2)c1	1.1	-4	7	1	2	19	-6	12	1
4	CCc1ccc(CN(C)C(=O)c2cc(COc3cc(C)c(Cl)c(C)c3)on2)nc1	4.0	-10	-13	3	4	-9	-14	43	4
5	Cc1c(C(=O)N2CCC2)oc2c(F)cccc12	-1.4	0	-9	10	7	-2	-6	21	-5
6	CC(C)NC1(C(N)=O)CCN(Cc2ccccc2)CC1	.	.	7	.	14	1	.	.	4
7	O=C(O)C/C(=C\c1cc2c(cc1Br)OCO2)c1nc2ccccc2s1	-0.3	-7	1	-23	10	0	-13	-28	-6
8	COC(=O)c1cccc(N(CC(=O)NCC2CCCO2)C(=O)CCC(=O)Nc2cc(C)on2)c1 (configuration not stated)	-0.4	1	4	6	8	21	14	5	1
9	C=CCN(C(=O)CCC(=O)Nc1cc(C)on1)C(C(=O)NC(C)(C)CC)c1cccc(OC)c1OC (configuration not stated)	0.2	1	4	0	17	20	1	-22	5
10	Cc1cc(C)cc(NC(=O)COC(=O)CC2CCCC2)c1	0.1	0	2	-6	3	0	10	17	-4
11	COc1ccccc1Nc1nc(N)nc(CSC(=S)N2CCN(c3ccccc3)CC2)n1	-0.2	2	-3	21	9	10	-7	-13	8
12	O=C(O)CCCNc1cc(N2CCN(C(=O)c3ccco3)CC2)c2noc3c2c1C(=O)c1ccccc1-3	1.4	-4	-10	7	16	17	2	26	-8
13	CCOC(=O)[C@@H]1[C@H]2COc3cc(OC)ccc3[C@@H]2N2C(=O)N(c3ccc(Br)cc3)C(=O)[C@@]12C	-0.4	0	-5	1	4	-10	-14	-25	0
14	Cc1nn(-c2ccccc2)nc1C(=O)Oc1cc(C(F)(F)F)nn1-c1ccccc1	-0.6	-2	5	-24	14	27	-31	14	4
15	COC(=O)C1=CO[C@@H](O[C@@H]2O[C@H](CO)[C@@H](O)[C@H](O)[C@H]2O)C2C(CO)=CCC12 (some centres not stated)	-0.6	-3	2	3	-4	5	13	10	-8
16	C/C=C/c1ccc(OCCCNC)c(OC)c1	-1.9	-1	-1	3	1	45	-3	13	-7
17	COc1cc([N+](=O)[O-])cc(/C=C2/SC(=S)N(Cc3ccccc3)C2=O)c1O	.	.	39	.	45	11	.	.	11
18	Cc1ccccc1Nc1nc(NCc2ccco2)c2ccccc2n1	5.2	20	-7	-71	7	27	-71	47	-7
19	CCCCC1=CC2=CC(=O)C(C)(OC(=O)CC)C(=O)C2=CN1C(CO)CO (configuration not stated)	2.1	-2	-21	14	-11	5	10	11	-10
20	CCc1c(C)nc(Nc2nc(C)c3ccc(OC)cc3n2)[nH]c1=O	2.6	19	1	-47	-2	-22	2	39	2
21	Cc1c(N=c2scc(-c3ccccc3)n2CCO)c(=O)n(-c2ccccc2)n1C	3.8	7	-1	2	18	-1	14	3	5
22	Cn1cc(CNC(=O)COc2ccc(Cl)cc2Cl)cn1	-0.1	1	-6	-3	7	4	8	-4	-2
23	Cc1noc(C)c1NC(=O)Nc1cccc2c1O[C@H](CN(C)S(=O)(=O)c1c(C)noc1C)[C@@H](C)CN([C@H](C)CO)C2=O	-1.2	-2	1	8	0	-7	10	8	-4
24	CCC1CCC(C(=O)NC(C(=O)Nc2ccc3c(c2)OCCO3)C(C)C)CC1 (configuration not stated)	0.2	-1	-4	-14	5	-13	-1	12	-3
25	Cc1ccc(S(=O)(=O)N2CCC(C(=O)NNC(=O)c3cccnc3)CC2)cc1	-0.8	0	4	14	9	-7	11	16	-7
26	CC1=C(C(=O)Nc2ccccn2)C(c2ccc(Cl)cc2)NC(=S)N1 (configuration not stated)	5.6	0	6	-27	10	.	-17	4	5
27	COc1cc(/C=N/NC(=O)c2cccnc2)ccc1OC(=O)c1cccc(Br)c1	-1.1	-1	-6	-12	-1	-10	-8	6	-2
28	C=CCn1c(SCC(=O)/C(C#N)=C(\C)N)nc2sc(C)c(C)c2c1=O	1.8	1	13	-9	11	-1	-29	-1	-2
29	CCOc1cccc2c1OC1(C)CC2NC(=O)N1c1cccc(C(=O)N2CCN(c3ccccn3)CC2)c1 (configuration not stated)	-1.2	-4	7	13	0	-2	2	-6	8
30	COC(=O)c1ccccc1NC(=O)CCS(=O)(=O)c1ccc(Br)cc1	.	.	-2	.	19	1	.	.	-14
31	CN(C)C(=O)CN1CCN(Cc2cn(C)nc2-c2ccc3c(c2)OCCO3)CC1	0.0	-3	0	-27	6	-5	7	-22	-5
32	O=C(CSCc1ccc([N+](=O)[O-])cc1)NC1CCCCCC1	-0.7	-1	1	4	19	2	15	-12	16
33	CC(=O)N1CCC(=NNc2nc3ccccc3[nH]2)CC1	-0.7	-4	-1	-28	1	-3	-10	-1	-14
34	COC(=O)c1ccc(NC(=O)CSC2=Nc3ccccc3C3CC=NN23)cc1 (configuration not stated)	-2.4	7	-2	2	15	18	1	16	1
35	CC(=O)N(Cc1ccco1)Cc1cc2cccc(C)c2n2nnnc12	-1.6	-2	.	2	.	.	9	16	.
36	CCN(CC)c1ccc(Nc2nc(-c3cccnc3)cs2)cc1	3.3	-2	-17	-96	-13	-46	-103	-50	35
37	COC(=O)Cc1c(C)c2ccc(OCC(=O)c3ccc(OC)c(OC)c3)cc2oc1=O	0.6	-3	.	-5	-8	-17	-7	14	.
38	COc1cccc(NC(=S)NC2CC3CCCC(C2)N3CC(C)C)c1 (configuration not stated)	2.2	-1	-1	5	5	49	12	-2	-10
39	COCC(=O)N1CCC(n2nnc3cc(C(F)(F)F)ccc32)CC1	-1.3	2	13	5	-8	-8	-7	-15	-14
40	O=c1cc(C(F)(F)F)[nH]c2c(C(F)(F)F)cccc12	-1.0	-3	-14	6	-4	5	-5	27	-12
41	CC(C)C(=O)N1CCN(c2nc(-c3ccccc3)c3c(c2C#N)CC(C)(C)OC3)CC1	0.6	-1	11	8	3	5	-12	3	5
42	O=C(NCCCc1ccccc1)C(=O)NCC1OCCN1S(=O)(=O)c1ccccc1 (configuration not stated)	-1.2	-3	-3	-17	13	3	7	2	9
43	O=C(CSc1cccc[n+]1[O-])Nc1cc(S(=O)(=O)N2CCOCC2)ccc1N1CCOCC1	-0.2	-1	-9	17	-10	-8	2	17	-12
44	CC(=O)OC1COC(N2CCc3cc(Br)c([N+](=O)[O-])cc32)C(OC(C)=O)C1OC(C)=O (configuration not stated)	-0.7	-1	8	1	6	3	-1	4	-7
45	CCCNC(=O)NC(=O)CN1CCCC1c1ccc2c(c1)OCCO2 (configuration not stated)	0.8	0	4	-4	-2	-2	13	8	5
46	C=CCOc1c2ccc(C(=O)NCc3ccc(C)cc3)cc2nn1C	0.7	2	-15	28	1	-5	14	27	-9
47	O=C(CN1CCCCC1)c1c[nH]c2ccccc12	0.0	-1	-7	-12	4	9	1	4	-4
48	CCOc1ccc(/C=C/C2=CC(C)(C)NC(=S)N2)cc1	1.1	2	9	-8	-9	3	27	17	6
49	COc1c(/C=C2\SC(=Nc3ccccc3Cl)NC2=O)cccc1[N+](=O)[O-]	1.3	7	3	8	16	3	10	19	0
50	CCOC(=O)c1c(C)[nH]c(C)c1C(=O)COC(=O)/C=C/c1ccc(Cl)cc1	2.2	-2	6	-12	-3	-8	-24	0	14

# Part of the list above, screen by screen.
30. COC(=O)c1ccccc1NC(=O)CCS(=O)(=O)c1ccc(Br)cc1
31. CN(C)C(=O)CN1CCN(Cc2cn(C)nc2-c2ccc3c(c2)OCCO3)CC1
32. O=C(CSCc1ccc([N+](=O)[O-])cc1)NC1CCCCCC1
33. CC(=O)N1CCC(=NNc2nc3ccccc3[nH]2)CC1
entry no.	30	31	32	33
CHOP UPR activ	.	0.0	-0.7	-0.7
XBP1 UPR activ	.	-3	-1	-4
CXCR6 inh	-2	0	1	-1
Jurkat NFkB inh	.	-27	4	-28
CCR6 antag	19	6	19	1
Gli-Sufu block	1	-5	2	-3
697 NFkB inh	.	7	15	-10
Mdm2 MdmX PPI	.	-22	-12	-1
EBI2 block	-14	-5	16	-14

# Rewritten as labelled records: entries from further up
37. COC(=O)Cc1c(C)c2ccc(OCC(=O)c3ccc(OC)c(OC)c3)cc2oc1=O
- CHOP UPR activ = 0.6
- XBP1 UPR activ = -3
- CXCR6 inh = .
- Jurkat NFkB inh = -5
- CCR6 antag = -8
- Gli-Sufu block = -17
- 697 NFkB inh = -7
- Mdm2 MdmX PPI = 14
- EBI2 block = .

38. COc1cccc(NC(=S)NC2CC3CCCC(C2)N3CC(C)C)c1 (configuration not stated)
- CHOP UPR activ = 2.2
- XBP1 UPR activ = -1
- CXCR6 inh = -1
- Jurkat NFkB inh = 5
- CCR6 antag = 5
- Gli-Sufu block = 49
- 697 NFkB inh = 12
- Mdm2 MdmX PPI = -2
- EBI2 block = -10

39. COCC(=O)N1CCC(n2nnc3cc(C(F)(F)F)ccc32)CC1
- CHOP UPR activ = -1.3
- XBP1 UPR activ = 2
- CXCR6 inh = 13
- Jurkat NFkB inh = 5
- CCR6 antag = -8
- Gli-Sufu block = -8
- 697 NFkB inh = -7
- Mdm2 MdmX PPI = -15
- EBI2 block = -14

# Carrying on.
No.	structure	CHOP UPR activ	XBP1 UPR activ	CXCR6 inh	Jurkat NFkB inh	CCR6 antag	Gli-Sufu block	697 NFkB inh	Mdm2 MdmX PPI	EBI2 block
51	CCOC(=O)c1[nH]c2ccc(OCC)cc2c1NC(=O)CN1CCC2(CC1)OCCO2	-2.1	1	3	6	28	2	13	-3	10
52	Cc1ccc(C)c(S(=O)(=O)N2CCN(C(=O)CCNC(=O)c3ccc(Br)cc3)CC2)c1	4.1	-1	3	4	6	3	-6	-6	75*
53	O=C(NC1CCSc2ccccc21)c1ccc([N+](=O)[O-])cc1 (configuration not stated)	6.3	-6	-10	28	13	-10	0	24	-10
54	COc1ccc(OCC(=O)N/N=C/C=C/c2ccccc2)cc1	4.1	0	14	5	-2	-1	-3	19	14

# Three of the compounds above, in transposed form:
52. Cc1ccc(C)c(S(=O)(=O)N2CCN(C(=O)CCNC(=O)c3ccc(Br)cc3)CC2)c1
54. COc1ccc(OCC(=O)N/N=C/C=C/c2ccccc2)cc1
51. CCOC(=O)c1[nH]c2ccc(OCC)cc2c1NC(=O)CN1CCC2(CC1)OCCO2

Assay by compound	52	54	51
CHOP UPR activ	4.1	4.1	-2.1
XBP1 UPR activ	-1	0	1
CXCR6 inh	3	14	3
Jurkat NFkB inh	4	5	6
CCR6 antag	6	-2	28
Gli-Sufu block	3	-1	2
697 NFkB inh	-6	-3	13
Mdm2 MdmX PPI	-6	19	-3
EBI2 block	75*	14	10
